Assay outcomes as filed in PubChem.
IDH1 R132H inh = human IDH1 R132H inhibition; O75874; IDH1-R132H enzyme, NADPH consumption, diaphorase/resazurin fluorescence; AID 602179; hit rate 0.093% among 390,000; Potency, µM (series often up to 76.6 µM), for the others: at the highest dose activity change, negative = inhibition, hits mostly inhibitors; also: potency is read from the fitted curve at half-maximal effect; % is scaled to controls: 0 for no effect and ±100 for the full control effect; nearly all actives have a fitted effect of over 65% in size
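IDH1-R132H (0.5 ug/mL) preincubated 30 min with compound, then NADPH (0.016 mM) and alpha-KG (2 mM) added; 80 min at RT, pH 7.5. Remaining NADPH coupled via diaphorase/resazurin to fluorescence (540/590 nm); concentration-response curves normalized to no-enzyme control.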
Vif-APOBEC3F blk = Vif-A3F binding inhibition; HeLa A3F-eYFP + Vif (tagged APOBEC3F with the HIV-1 protein that degrades it), YFP fluorescence increase; hit rate 0.2% among 390,000; Potency, µM (highest dose often 46.1 µM), for inactives: top-dose activity, negative = active; also: potency is read from the fitted curve at half-maximal effect; % of control where 0% means no effect; nearly all actives have a fitted effect of over 65% in size
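Fluorescence increase (Ex 488/Em 500-530) after overnight compound treatment at 37 deg C flags inhibition of Vif-driven A3F-eYFP loss in stable HeLa A3F-eYFP/Vif cells seeded overnight beforehand.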
USP1-UAF1 inh = blocks the human USP1/UAF1 deubiquitinase complex; O94782; recombinant USP1/UAF1, Ub-Rhodamine cleavage fluorescence; Potency, µM (titrated, usually from 57.1 µM), inactives show at the highest dose activity change, negative = inhibition, usual class: inhibitors; hit rate 0.23% among 390,000; AID 743255; also: potency is read from the fitted curve at half-maximal effect; % is scaled to controls: 0 for no effect and ±100 for the full control effect; nearly all actives have a fitted effect of over 60% in size; inactives centre near -12
Target sequence (O94782 whole entry, looked up): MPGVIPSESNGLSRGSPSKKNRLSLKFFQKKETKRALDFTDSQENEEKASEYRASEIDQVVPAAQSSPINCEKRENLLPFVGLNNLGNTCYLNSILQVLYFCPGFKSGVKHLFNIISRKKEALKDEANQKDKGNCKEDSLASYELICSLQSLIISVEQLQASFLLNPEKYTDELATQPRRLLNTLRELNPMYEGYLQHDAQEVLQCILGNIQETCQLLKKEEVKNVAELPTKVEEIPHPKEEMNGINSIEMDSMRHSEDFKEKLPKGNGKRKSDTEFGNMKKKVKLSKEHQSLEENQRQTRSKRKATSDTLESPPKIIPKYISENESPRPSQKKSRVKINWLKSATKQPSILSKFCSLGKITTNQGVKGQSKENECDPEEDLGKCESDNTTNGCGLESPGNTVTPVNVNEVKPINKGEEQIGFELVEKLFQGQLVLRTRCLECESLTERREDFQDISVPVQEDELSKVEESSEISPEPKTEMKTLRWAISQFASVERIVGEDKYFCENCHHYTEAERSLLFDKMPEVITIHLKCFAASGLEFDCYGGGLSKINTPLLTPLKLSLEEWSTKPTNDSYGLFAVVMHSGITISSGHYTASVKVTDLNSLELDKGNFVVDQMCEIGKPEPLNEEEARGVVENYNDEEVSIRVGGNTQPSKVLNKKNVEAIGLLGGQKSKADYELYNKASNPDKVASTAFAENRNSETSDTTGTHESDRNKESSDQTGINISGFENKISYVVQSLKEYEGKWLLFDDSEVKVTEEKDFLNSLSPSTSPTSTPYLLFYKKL
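High-throughput fluorogenic screen: 1nM USP1/UAF1 complex, Ub-Rho substrate 150nM final, 50mM HEPES pH 7.8 with 0.5mM EDTA, 0.1 mg/ml BSA, 1mM TCEP and 0.01% Tween-20.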
Vif-A3G inh = inhibitors of Vif-APOBEC3G interaction. hit rate 0.076% among 410,000. Potency, µM (top dose mostly 46.1 µM), without a hit: at the top dose activity, negative = active, most hits filed as inhibitors. AID 602310. HeLa A3G-eYFP + Vif (tagged APOBEC3G with the HIV-1 protein that degrades it), YFP fluorescence, overnight;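 also: potency is read from the fitted curve at half-maximal effect; % is scaled to controls: 0 for no effect and ±100 for the full control effect; nearly all actives have a fitted effect of over 60% in size; hits raise eYFP signal because A3G escapes Vif-driven loss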
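Read-out is eYFP fluorescence (Ex 488/Em 500-530) from Vif-expressing HeLa A3G-eYFP cells; more signal means A3G escaped Vif-mediated degradation. Cells plated overnight, compound pinned in, incubated overnight at 37 deg C.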
LDHA inh = LDHA (human) enzyme inhibition; P00338; purified LDHA, NADH/diaphorase-resazurin fluorescence; stronger effect = lower value; activity change, % (values are at about 110 or 230 µM); hit rate 0.15% among 480,000; AID 1347041; in the data active = activity change below about -30%; inconclusive = mostly about -25% to -30%;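 also: plate controls were DMSO wells for no effect and wells without enzyme for full effect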
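Human LDH5 (2 nM) was incubated with 0.06 mM NADH and 0.2 mM pyruvate for 5 min at room temperature in Tris pH 7.4. Remaining NADH was coupled through diaphorase/resazurin, and resorufin fluorescence was read at 0 and 20 min.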
RXFP1 agonist = activates the human relaxin receptor RXFP1; Q9HBX9; HEK293T-RXFP1 cAMP TR-FRET, 30 min; response scale: percent of porcine relaxin response, buffer zero; Potency, µM (series often up to 57.5 µM), without a hit: at the highest dose activation, usual class: activators; hit rate 0.3% among 370,000; also: potency is read from the fitted curve at half-maximal effect; % is scaled to controls: 0 for no effect and ±100 for the full control effect; nearly all actives have a fitted effect of over 60% in size; many of its hits are not listed in these tables
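HEK293T cells stably expressing RXFP1 were pretreated with the PDE4 inhibitor Ro 20174, exposed to compounds for 30 min at 37C, lysed, and cAMP was read by TR-FRET. Data normalized to buffer (basal) and 29 nM porcine relaxin (100%).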
PI4K2A inh = PI4K2A (human) kinase inhibition; purified PI4K2A, ADP-Glo luminescence, 1 h; stronger effect = lower value; activity change, negative = inhibition, % at 76.9 µM; hit rate 0.13% among 420,000; AID 1346378; in the data active = activity change below about -50%; inconclusive = mostly about -30% to -49%;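 also: -100% = wells without enzyme as full effect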
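Compounds are screened against recombinant PI4K2A using PI as substrate and ATP, the latter dispensed at 300 microM. Reactions run one hour at ambient temperature before ADP-Glo detection; full inhibition defined by wells lacking enzyme.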
GRP78 ERSR act = inducers of ER stress response in human glioma cells. U87-MG GRP78 promoter luciferase reporter, 16 h. Potency, µM, for the others: at the highest dose activation, usual class: activators. hit rate 0.02% among 420,000; also: potency is read from the fitted curve at half-maximal effect; series mostly up to about 76 µM; % of control where 0% means no effect; nearly all actives have a fitted effect of over 35% in size
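Stably transfected U87-MG glioma cells carrying a GRP78-based luciferase sensor; 16 h compound incubation. Luminescence end-point read 10 min after Bright-Glo addition at room temperature.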
TrxR1 substrate = rat thioredoxin reductase 1 substrate activity | purified TrxR1 substrate turnover, NADPH consumption readout | Potency, µM (titrated, usually from 114 µM), inactives show at the highest dose activity change, negative = substrate turnover | hit rate 0.01% among 390,000; also: potency is read from the fitted curve at half-maximal effect; % is scaled to controls: 0 for no effect and ±100 for the full control effect; nearly all actives have a fitted effect of over 50% in size
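Rat TrxR1, dispensed at 90 nM, was prereduced with 400 uM NADPH (final) for 5 min at ~22 deg C, then incubated with compound 15 min before 400 uM selenite. A first-read NADPH fluorescence drop versus no-compound background flagged substrates.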
* = called active by the depositor; ? = inconclusive; . = no result given; & = joins results of further samples; [ ] = another dose, or the depositor's remark. Unless noted, calls follow the shape of the dose curve; as a rule, active = well fitted curve in the direction sought with a large enough effect; inconclusive = small, poorly fitted or top-dose-only effect, or another doubt; inactive = no such curve, though single readings can be large; an effect the other way counts as inactive or inconclusive.

SMILES | IDH1 R132H inh | Vif-APOBEC3F blk | USP1-UAF1 inh | Vif-A3G inh | LDHA inh | RXFP1 agonist | PI4K2A inh | GRP78 ERSR act | TrxR1 substrate
Cc1cccc(C)c1NC(=O)C1(C)CCC(=O)N1C1CCN(Cc2ccccc2)CC1 (centres undefined) | . | . | . | 1% | -11 | . | 4 | -3% | .
CSc1sc(C(=O)N2CCCCC2)c(-c2cccs2)c1C#N | 2% | 7% | -14% | -2% | -4 | 0.9% | -2 | -4% | -4%[57.1 µM]
Cc1ccc(NS(=O)(=O)c2ccc(Cl)c(C(=O)O)c2)cc1S(=O)(=O)N1CCOCC1 | 6% | -4% | 1% | -2% | 1 | -1.8% | -2 | -4% | 4%[57.1 µM]
COc1ccccc1NC(=O)C1CC(O)CN1C(=O)Oc1ccccc1 (centres undefined) | 10% | -1% | -6% | -4% | -2 | -0.1% | 1 | 2% | 4%[57.1 µM]
CCCCc1ccc(NC(=O)CSC2=C(C#N)C(c3ccco3)C3=C(CCCC3=O)N2)cc1 (centres undefined) | -6% | -12% | -7% | 5% | 0 | -0.3% | -5 | -10% | -6%
CCOC(=O)c1c(NC(=O)CSc2nccc(=O)[nH]2)sc(C)c1C | -1% | -9% | -3% | -1% | -4 | -1.9% | 2 | -3% | 3%
CC(C)(C)NC(=O)c1cc(C(C)(C)C)c(O)c(C(C)(C)C)c1 | -3% | 0% | -3% | 0% | -1 | 1.7% | 5 | 0% | -8%
COCc1c(C#N)c(NCc2cc(OC)c(OC)c(OC)c2)nc(C)c1[N+](=O)[O-] | 0% | 13% | -15% | -9% | 14 | 0.3% | -1 | -1% | -13%
CC/C(=N/Nc1ccccc1C)c1cnnc(SC)n1 | -1% | -6% | -3% | 0% | -3 | -0.4% | 6 | -5% | -6%
COC(=O)CC1SC(=O)NC1=Nc1ccc(O)cc1 (centres undefined) | -1% | -1% | -12% | 1% | -7 | 1.1% | 2 | -2% | -3%
CCN(CCNC(=O)C1CCCN(c2ncnc3c2nc2n3CCCCC2)C1)Cc1ccccc1 (centres undefined) | -1% | -5% | -10% | 0% | -9 | 7.6% | 0 | -4% | 0%
COc1cc(CCC(=O)OCC(N)=O)cc(OC)c1OC | -3% | 11% | -24% | 4% | -2 | 0.0% | 5 | -1% | -7%
N#CC1=C(c2ccc(-c3ccccc3)cc2)COC1=O | 0% | ? | -11% | -7% | -12 | 0.6% | 1 | 0% | 20%[57.1 µM]
CCCn1c(O)c(N=N)c2ccccc21 | 13% | 22% | -25% | -9% | 1 | 0.2% | 1 | 0% | -4%
CC(=O)NC(c1ccc2ccccc2c1)c1ccc2cccnc2c1O (centres undefined) | -16% | -1% | -12% | 0% | 3 | 1.6% | 7 | -7% | -5%
CCc1cccc(CC)c1N1C(=O)CSCC1=O | 15% | -1% | -12% | 7% | -1 | . | -8 | -3% | .
CC(C)(CO)NCc1c(OCc2ccc(Cl)cc2)ccc2ccccc12 | -5% | -4% | 4% | 1% | -1 | -1.4% | 13 | -2% | -4%
CC(C)(C)c1ccc(C(=O)N2CCN(CCNC(=O)C(=O)NCc3ccc(Cl)cc3)CC2)cc1 | -5% | 1% | -12% | 6% | -3 | 3.1% | -3 | -6% | -4%
COc1cccc(C2/C(=C(/O)c3ccc4c(c3)CC(C)O4)C(=O)C(=O)N2c2nnc(C)s2)c1 (centres undefined) | -8% | 0% | -14% | -5% | -2 | ? | 0 | 1% | -12%
COc1cc(C2C(C#N)=C(N)OC3=C2C(=O)CCC3)ccc1OC(=O)N1CCOCC1 (centres undefined) | 0% | 1% | -11% | -2% | 3&-4 | -0.1% | 1 | -1% | 10%
COCCN(C(=S)Nc1cc(C)ccc1C)C(C)c1cccnc1 (centres undefined) | 8% | -12% | -9% | 0% | -7 | 3.9% | 5 | -6% | -4%
CCN(CC)CCNC(=O)C1c2cc(OC)c(OC)cc2C(=O)N2CCc3ccccc3C12 (centres undefined) | 7% | -1% | -20% | -5% | -5 | -0.1% | -4 | -2% | 2%
O=C(CN1CCN(c2ccccc2)CC1)Nc1cccc(C(F)(F)F)c1 | 3% | 0% | -10% | 1% | 0 | 0.6% | 4 | 0% | -2%
O=C(N/N=C/c1cccc(O)c1)c1ccc(COc2ccc3c(c2)CCC3)o1 | 2% | 4% | -9% | -8% | -3 | -1.6% | 3 | 4% | 6%[57.1 µM]
O=C(CCn1c(=O)[nH]c2ccccc2c1=O)N1CCN(c2ccc(Cl)cc2)CC1 | 3% | -4% | -12% | 1% | -9 | 1.9% | 4 | -6% | -4%
COc1ccccc1-n1c(CNC(=O)c2cccs2)n[nH]c1=S | -14% | 13% | -12% | 5% | -10 | 0.8% | -1 | 0% | 10%[57.1 µM]
Nc1ccn(CCCN2CCN(C(=O)C3CC3)CC2)c(=O)n1 | -4% | -6% | -23% | 0% | -6 | . | 1 | -1% | .
Cc1ccc(NC(=O)CN2C(=O)N/C(=C\c3ccco3)C2=O)cc1 | . | 0% | . | -7% | -4&-8 | . | 3 | 0% | -1%
COCC(=O)Nc1nc(-c2ccc(-c3ccccc3)cc2)cs1 | -2% | -17% | -6% | -1% | -8 | -0.4% | 0 | -1% | 11%[57.1 µM]
CCOc1ccc(CCNC(=O)Nc2ccccc2C)cc1OCC | -6% | 2% | -15% | 0% | -2 | 1.4% | 2 | -3% | 0%
CCOc1cc(CN2CCCC(N3CCN(c4ccc(F)cc4)CC3)C2)ccc1OC (centres undefined) | 11% | -1% | -4% | 3% | 2 | 0.1% | 0 | -3% | 9%
COc1ccc(Cl)cc1NS(=O)(=O)c1cccc(C(=O)NCCCN2CCOCC2)c1 | -2% | -4% | -24% | -4% | -2 | . | 0 | 0% | .
NS(=O)(=O)c1cccc(NC(=O)COC(=O)CCC2CCCC2)c1 | -2% | 4% | -19% | -3% | -5 | . | 1 | -4% | 9%[57.1 µM]
Cc1onc(-c2ccccc2Cl)c1C(=O)Nc1ccc2c(c1)OCO2 | 7% | -5% | -11% | 2% | 3 | 1.1% | 4 | 5% | 4%
CCO[C@H]1OC(C(=O)N2CCN(C)CC2)=C[C@@H](c2ccc3c(c2)OCO3)[C@@H]1CCCO | -16% | 6% | 2% | 1% | 0 | -1.3% | -3 | -4% | -8%
COc1cccc(CN2CCN(Cc3cccc(Oc4ccccc4)c3)CC2)c1OC | -5% | 0% | -14% | 0% | -21 | 0.5% | 5 | -5% | -14%
COc1ccccc1NC(=O)c1oc2ccccc2c1NC(=O)c1ccco1 | 1% | -11% | -7% | -1% | 2 | 0.2% | 5 | -1% | 51%[activator]
O=S(=O)(N1CCOCC1)N1CCOCC1 | -13% | 0% | -21% | 1% | -3 | -1.0% | 2 | -1% | 0%
O=C(COc1ccccc1[N+](=O)[O-])N1CCC(c2nc3ccccc3o2)CC1 | -12% | -1% | -6% | -8% | -6 | 0.9% | -1 | 1% | 2%
Cc1ccc2c(=O)cc(C(=O)N(Cc3ccccc3Cl)C3CCS(=O)(=O)C3)oc2c1 (centres undefined) | 9% | -15% | -18% | -1% | 4 | 0.0% | 1 | -3% | 1%
Cc1noc(C)c1C(=O)Nc1nnc(CC(C)C)s1 | 6% | -12% | -11% | 0% | 2 | 1.3% | 17 | 0% | 2%
CCCn1cc(S(=O)(=O)CC(=O)Nc2ccc(OCC)cc2)c2ccccc21 | 5% | -2% | -16% | 0% | 8 | 0.6% | 2 | -8% | -5%

Structures from the list above that have a cyano group, in the order listed:
SMILES | IDH1 R132H inh | Vif-APOBEC3F blk | USP1-UAF1 inh | Vif-A3G inh | LDHA inh | RXFP1 agonist | PI4K2A inh | GRP78 ERSR act | TrxR1 substrate
CSc1sc(C(=O)N2CCCCC2)c(-c2cccs2)c1C#N | 2% | 7% | -14% | -2% | -4 | 0.9% | -2 | -4% | -4%[57.1 µM]
CCCCc1ccc(NC(=O)CSC2=C(C#N)C(c3ccco3)C3=C(CCCC3=O)N2)cc1 (centres undefined) | -6% | -12% | -7% | 5% | 0 | -0.3% | -5 | -10% | -6%
COCc1c(C#N)c(NCc2cc(OC)c(OC)c(OC)c2)nc(C)c1[N+](=O)[O-] | 0% | 13% | -15% | -9% | 14 | 0.3% | -1 | -1% | -13%
N#CC1=C(c2ccc(-c3ccccc3)cc2)COC1=O | 0% | ? | -11% | -7% | -12 | 0.6% | 1 | 0% | 20%[57.1 µM]
COc1cc(C2C(C#N)=C(N)OC3=C2C(=O)CCC3)ccc1OC(=O)N1CCOCC1 (centres undefined) | 0% | 1% | -11% | -2% | 3&-4 | -0.1% | 1 | -1% | 10%

This is a subset; the hit share may differ from the screen's.
